Dynein transport = dynein cargo transport inhibition. 3617.4 mouse cells, GR-EGFP nuclear translocation imaging; test concentration mostly 20 µM; stimulated with dexamethasone, 1 µM; hits give low values. z-score, hits read low. 0.47% of 220,000 active. AID 1381;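 active = plate z-score of nuclear minus cytoplasmic receptor signal below a set negative limit, without overly bright fluorescence or cell loss, cut at about -3.5 in these data, passing the limit was not always enough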;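 note: z-score of nuclear minus cytoplasmic ring GR-EGFP intensity difference per well; some compounds called inactive have numbers as strong as hits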
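Buffer or medium: tet-free medium with charcoal-stripped serum / Also added: dexamethasone agonist, 1.0 µM final, for 30 min / Timing: induction 48 h, compound 1 h, agonist 30 min / Measured by: high-content fluorescence imaging after fixation / Read-out: nuclear-to-cytoplasmic GR-EGFP distribution per well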
Yfh1-off respiration = enhancers of respiration in Yfh1-depleted yeast, dose response, Friedreich's ataxia, plus single-dose screen (AID 1465); S. cerevisiae Yfh1-off respiration, WST-1 reduction, 72 h; higher fold induction means a stronger effect; fold induction at 50 µM; hits with a dose series show EC50 in µM; 0.074% of 220,000 active;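 active = fold induction of absorbance versus untreated yeast above a set limit, then at least 30% activation at any dose in follow-up; inconclusive = repeats straddling the limit, or above it without dose testing; inactive = fold induction below the set limit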;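 note: activators that raise dye reduction in frataxin-depleted yeast; strong numbers were not always called active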
MT stabilizer = microtubule stabilizers in HeLa cells; HeLa tubulin immunostaining HCS, 24 h; share of cells brighter than vehicle mean+2SD; % tubulin-high responders, % at 10 µM; 0.83% of 200,000 active;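 active = plate Z-score above 3 for both tubulin-high and condensed-nucleus cell shares, with cell loss under 80%, at 10 µM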;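 note: anti alpha tubulin signal scored within the nucleus-defined area of each cell; some results filed as inactive read as strong as hits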
HEK293 NOD2/NF-kB = NOD2 signaling inhibitors, cell-based, luminescence, uHTS, HEK293 (AID 1566); HEK293 NOD2/NF-kB luciferase reporter, luminescence; higher % means a stronger effect; 0.63% of 290,000 active; inhibition, % at 4 µM, or EC50 in µM where a hit was titrated; in the data active = inhibition above about 50%; note: many of its hits are not listed in these tables
Lipid droplet = hepatic lipid droplet formation modulation | AML12 mouse hepatocytes, oleate lipid droplets, BODIPY imaging | inhibition, % at 6.5 µM | 0.4% of 240,000 active;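 active = lipid droplet intensity inhibited by at least 50%, with more than 500 cells counted; inconclusive = wells with under 300 cells, treated as cytotoxic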
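Test system: AML12 mouse liver cells; schedule: overnight exposure; technique: high-content imaging of BODIPY-stained droplets and DAPI nuclei; read-out: % inhibition of corrected integrated BODIPY droplet signal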
Insulin prom up = MIN6 insulin promoter up-regulation; 0.3% of 190,000 active; MIN6 insulin promoter-GFP reporter, high-content imaging; hits give high values; z-score at 5 µM;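 active = z-score above 3 at 5 µM with at least 500 cells counted in the well; inconclusive = wells under 500 cells, flagged as cytotoxic or low count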
Autophagy HCS = alters autophagy in cells; calls only at 10 µM (by protocol); AID 463193; MEF GFP-LC3 puncta imaging; test concentration mostly 10 µM; 0.98% of 190,000 active;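 active = percentage of spot-positive cells more than 3 SD above its plate mean, without a fluorescence outlier flag or 80% toxicity; inconclusive = no clear call, values can overlap the other calls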;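 note: spot-positive cell cutoff set from DMSO-treated cells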
b-catenin transl = alters nuclear translocation of beta-catenin in HeLa cells; AID 1665; nuclear translocation activity, % at 5 µM; 0.3% of 190,000 active; immunofluorescence imaging;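 active = nuclear translocation activity above 50% at 5 µM, with a well cell count of 50 or more; inconclusive = wells under 50 cells across six images, flagged as toxic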;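 note: per-cell ratio of nuclear to cytoplasmic median beta-catenin stain intensity; plate controls were DMSO negative control for no effect and GSK-3 inhibitor IX positive control for full effect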
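System: HeLa cells, endogenous beta-catenin; compound dosing: 5 µM primary single dose, 0.1% DMSO, 0.02–20 µM confirmation series; incubation: 24 h compound exposure at 37°C, 5% CO2; signal: beta-catenin immunofluorescence imaging with DAPI; evaluation: % activation, nuclear-to-cytoplasmic median beta-catenin signal ratio per cell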
WT yeast gro inh = growth inhibition of WT yeast, mitochondrial fusion screen. mitochondrial fusion phenotypic screen, WT strain. inhibition, % at 10 µM. 2.1% of 190,000 active; in the data active = inhibition above about 58%; tested in S. cerevisiae
WT yeast gro inh mutant strain = further read-out of WT yeast gro inh, marked with its call; inhibition, %; mitochondrial fusion phenotypic screen, mutant strain inhibition
Dynein transport cytoplasmic EGFP = further read-out of Dynein transport, marked with its call; z-score; measured here: cytoplasmic GR-EGFP intensity; hits give high values
Dynein transport nuclear GR-EGFP = second read-out of Dynein transport, no call of its own (marks repeat the call); z-score; measured here: nuclear GR-EGFP intensity;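 lower value marks the stronger effect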
Dynein transport cell count = also measured in Dynein transport; calls as there; z-score; measured here: cell count per field
Insulin prom up cell count = also measured in Insulin prom up; calls as there; cell count; measured here: cytotoxicity, nuclei count;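 total cells summed across four imaged fields per well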
Lipid droplet cells 6.5 µM = also measured in Lipid droplet; calls as there; cell count; measured here: cell count, cytotoxicity flag;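 cells counted across two imaged fields per well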
b-catenin transl cell count 5 µM = further read-out of b-catenin transl, marked with its call; cell count; measured here: cell count, cytotoxicity flag
MT stabilizer Hoechst-high % = second read-out of MT stabilizer, no call of its own (marks repeat the call); % Hoechst-high responders; measured here: nuclear condensation Hoechst responders;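 share of cells brighter than vehicle mean plus two SD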
MT stabilizer cytotoxicity % = recorded beside MT stabilizer, whose call it bears; toxicity, %; measured here: cytotoxicity by cell density;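 0% = mean cell density of plate MIN control wells and 100% = no cells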
Autophagy HCS cell loss 18 h = recorded beside Autophagy HCS, whose call it bears; toxicity, %; measured here: cell loss, nuclei count;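 cell loss after 18 h compound exposure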
An asterisk follows results filed as active; i = inactive; ? = inconclusive; / = no result given. The list is partial (hit frequency here may not be typical).

Compound	Dynein transport	Dynein transport cytoplasmic EGFP	Dynein transport nuclear GR-EGFP	Dynein transport cell count	Yfh1-off respiration	MT stabilizer	MT stabilizer Hoechst-high %	MT stabilizer cytotoxicity %	HEK293 NOD2/NF-kB	Lipid droplet	Lipid droplet cells 6.5 µM	Insulin prom up	Insulin prom up cell count	Autophagy HCS	Autophagy HCS cell loss 18 h	b-catenin transl	b-catenin transl cell count 5 µM	WT yeast gro inh	WT yeast gro inh mutant strain
COc1ccc(NC(=O)CC2Oc3ccccc3NC2=O)cc1 (stereo not drawn)	0.47	-0.23	0.49	0.56	i	3.6	1.4	1.9	6%	12	693	?	/	i	3	-0.1	1078	-26	6
COc1cccc(OCCCN2CCN(S(=O)(=O)c3ccc(NC(C)=O)cc3)CC2)c1	-0.072	-0.23	0.15	-0.19	i	1.6	1.2	9.7	20%	-5	771	1.3	784	i	29	/	/	-5	-8
O=S(=O)(Nc1cccnc1)c1ccc2c(c1)OCCO2	0.26	-0.047	0.24	-0.71	i	2.9	3.4	5.5	4%	6	655	1.1	1831	i	-7	-1.5	1082	-15	-6
COc1ccc(CC(=O)Nc2nc3ccccc3s2)cc1S(=O)(=O)N1CCOCC1	-0.46	-0.2	-0.059	0.066	i	1.5	3.2	10	23%	/	/	-0.49	1059	i	12	-2.4	771	-8	-6
C=CCn1c(SCc2cc(=O)n3ccsc3n2)nnc1C1CCCCC1	0.37	-0.25	-0.0087	0.65	i	2.4	1.9	5.3	-3%	-34	597	0.14	1304	i	-3	/	/	-48	-43
CSCCC(NC(=O)COc1cccc2ccccc12)C(=O)O (stereo not drawn)	0.34	-0.16	0.11	-0.19	i	/	/	/	-1%	1	702	1.3	1016	/	/	-1.0	1353	/	/
NC(=O)CC[C@@H]1NC(=O)[C@H](CO)NC(=O)c2cc([N+](=O)[O-])cc(I)c2NCC[C@@H](C(N)=O)NC(=O)[C@H](Cc2ccc(O)cc2)NC1=O	0.45	-0.25	0.53	0.5	/	4.3	2.3	8.3	-6%	-3	723	0.99	1195	i	-1	/	/	-14	-13
Cc1ccc(N(CC(=O)N/N=C/c2cccs2)S(C)(=O)=O)cc1Cl	0.72	-0.2	0.81	0.26	i	1.1	0.7	0.2	0%	-1	788	1.2	1103	i	-24	5.2	969	6	25
C=CCN(CC=C)c1nc2ccccc2nc1C(C#N)C(=O)OC(C)C (stereo not drawn)	-1.1	-0.081	-0.21	0.65	i	6.5	2.8	6.9	8%	-14	699	/	/	i	30	2.5	432	20	-18
O=C(NCc1ccc(F)cc1)C1CCCN1C(=O)NCc1ccccc1 (stereo not drawn)	1.2	-0.071	1.1	-0.68	i	7.9	2.8	5.2	0%	/	/	0.74	1347	i	-2	-0.5	1107	9	14
CCOC(=O)CSC1=N/C(=C\c2ccc(OC)c(OC)c2)C(=O)N1C	1.5	-0.29	0.94	-1.2	i	4.1	2.9	1.3	1%	-5	740	0.38	1201	i	-12	/	/	21	-10
COCCNC(=O)C(=O)N/N=C(\C)CC(=O)Nc1ccc2c(c1)OCO2	1.4	-0.24	1.7	-2	i	1.8	3.1	14	-11%	4	778	/	/	i	2	-1.6	574	-3	-8

Results in Dynein transport cytoplasmic EGFP, HEK293 NOD2/NF-kB and Dynein transport cell count, for some of the entries so far:
compound,Dynein transport cytoplasmic EGFP,HEK293 NOD2/NF-kB,Dynein transport cell count
O=C(NCc1ccc(F)cc1)C1CCCN1C(=O)NCc1ccccc1 (stereo not drawn),-0.071,0%,-0.68
Cc1ccc(N(CC(=O)N/N=C/c2cccs2)S(C)(=O)=O)cc1Cl,-0.2,0%,0.26
NC(=O)CC[C@@H]1NC(=O)[C@H](CO)NC(=O)c2cc([N+](=O)[O-])cc(I)c2NCC[C@@H](C(N)=O)NC(=O)[C@H](Cc2ccc(O)cc2)NC1=O,-0.25,-6%,0.5
O=S(=O)(Nc1cccnc1)c1ccc2c(c1)OCCO2,-0.047,4%,-0.71

(more compounds)
Compound	Dynein transport	Dynein transport cytoplasmic EGFP	Dynein transport nuclear GR-EGFP	Dynein transport cell count	Yfh1-off respiration	MT stabilizer	MT stabilizer Hoechst-high %	MT stabilizer cytotoxicity %	HEK293 NOD2/NF-kB	Lipid droplet	Lipid droplet cells 6.5 µM	Insulin prom up	Insulin prom up cell count	Autophagy HCS	Autophagy HCS cell loss 18 h	b-catenin transl	b-catenin transl cell count 5 µM	WT yeast gro inh	WT yeast gro inh mutant strain
Cc1cc(C)c2nc(Nc3nc(-c4ccccc4)cc(=O)[nH]3)nc(C)c2c1	1.2	-0.14	0.45	-0.32	i	/	/	/	18%	6	680	/	/	/	/	0.7	1283	/	/
Cc1ccc(S(=O)(=O)CCc2nc3ccccc3n2CCC#N)cc1	0.26	-0.23	0.046	0.33	i	4.0	5.4	2.9	3%	4	745	1.5	1041	i	5	/	/	-5	-2
Cc1cc(C)n(C(=O)c2ccc(S(=O)(=O)NCC3CCCO3)cc2)n1 (stereo not drawn)	0.15	-0.19	0.071	-0.092	i	2.2	1.6	6.5	-1%	-2	763	1.7	1287	i	3	/	/	-1	5
Clc1ccc(Cl)c(OCc2cc(-c3ccccc3Cl)on2)c1	0.59	-0.23	0.57	0.54	i	2.2	1.7	9.4	-40%	/	/	/	/	i	18	/	/	/	/
CCn1c(Cc2ccccc2)nnc1SCC(=O)Nc1cc(C)on1	-0.31	-0.24	0.11	0.14	i	2.5	1.4	3.5	-4%	11	705	0.64	1149	i	0	/	/	-6	-19
CC(=O)N1CCN=C1SCc1ccccc1F	-1.1	-0.19	-0.17	0.57	i	3.4	4.3	7.0	11%	4	642	/	/	i	16	-2.3	1163	-9	-11
CCOC(=O)c1oc2cccc(O)c2c1C	1	0.18	1.2	-1.9	i	1.2	0.9	1.1	-38%	-1	747	-0.47	820	i	-8	0.8	1154	-1	2
CCN(CC)C(=O)C1CC(=O)N(c2ccc(OC)cc2)C1c1ccc(OC)cc1 (stereo not drawn)	-0.5	-0.24	-0.14	0.92	i	3.2	1.8	0.2	-1%	/	/	1.3	1422	i	5	-2.7	1230	-6	0
O=c1cc(-c2ccc(O)c(O)c2)oc2c(C3O[C@H](CO)[C@@H](O)[C@H](O)[C@H]3O)c(O)cc(O)c12 (stereo partly drawn)	-0.16	-0.19	0.29	1.1	i	2.5	2.9	6.5	10%	-2	666	0.39	1006	i	9	5.0	448	14	-12
COc1ccc(-c2nc3ccccc3c(=O)n2CCCn2ccnc2)cc1	-1.4	-0.14	-0.55	0.62	i	4.8	1.7	11	-5%	/	/	-0.64	1079	i	-7	-0.5	734	-7	-1
Fc1ccccc1N1CCN(C(c2ccccn2)c2nnnn2C2CCCCC2)CC1 (stereo not drawn)	0.2	-0.16	0.26	1	i	1.6	3.7	7.9	-6%	/	/	-0.96	1036	i	4	-2.4	849	10	-24
N#Cc1nc(COc2ccccc2)oc1N1CCN(Cc2ccccc2)CC1	0.36	-0.27	0.2	-0.23	i	3.5	1.4	5.4	-28%	-34	695	0.21	1163	i	-1	-1.4	1035	24	24

Reprinted at random: 3 records from the list, in no set order.
Compound	Dynein transport	Dynein transport cytoplasmic EGFP	Dynein transport nuclear GR-EGFP	Dynein transport cell count	Yfh1-off respiration	MT stabilizer	MT stabilizer Hoechst-high %	MT stabilizer cytotoxicity %	HEK293 NOD2/NF-kB	Lipid droplet	Lipid droplet cells 6.5 µM	Insulin prom up	Insulin prom up cell count	Autophagy HCS	Autophagy HCS cell loss 18 h	b-catenin transl	b-catenin transl cell count 5 µM	WT yeast gro inh	WT yeast gro inh mutant strain
Cc1cc(C)c2nc(Nc3nc(-c4ccccc4)cc(=O)[nH]3)nc(C)c2c1	1.2	-0.14	0.45	-0.32	i	/	/	/	18%	6	680	/	/	/	/	0.7	1283	/	/
C=CCn1c(SCc2cc(=O)n3ccsc3n2)nnc1C1CCCCC1	0.37	-0.25	-0.0087	0.65	i	2.4	1.9	5.3	-3%	-34	597	0.14	1304	i	-3	/	/	-48	-43
Cc1ccc(S(=O)(=O)CCc2nc3ccccc3n2CCC#N)cc1	0.26	-0.23	0.046	0.33	i	4.0	5.4	2.9	3%	4	745	1.5	1041	i	5	/	/	-5	-2

Further structures:
Compound	Dynein transport	Dynein transport cytoplasmic EGFP	Dynein transport nuclear GR-EGFP	Dynein transport cell count	Yfh1-off respiration	MT stabilizer	MT stabilizer Hoechst-high %	MT stabilizer cytotoxicity %	HEK293 NOD2/NF-kB	Lipid droplet	Lipid droplet cells 6.5 µM	Insulin prom up	Insulin prom up cell count	Autophagy HCS	Autophagy HCS cell loss 18 h	b-catenin transl	b-catenin transl cell count 5 µM	WT yeast gro inh	WT yeast gro inh mutant strain
COc1ccc(CC(=O)NC2CCN(CC(=O)Nc3ccc4c(c3)OCCO4)CC2)cc1OC	0.85	-0.22	0.84	0.1	i	1.7	1.6	7.6	12%	-7	645	-0.42	1283	i	12	/	/	0	6
c1ccc(Cn2ccnc2SCc2nnc(-c3ccccc3)o2)cc1	-0.24	-0.25	0.19	0.42	i	3.1	1.6	1.6	-6%	7	702	1.1	1254	i	8	-0.2	1180	8	16
OCCC1CN(Cc2cnc(-c3ccccc3)s2)CCN1CCc1ccccc1 (stereo not drawn)	2.5	0.011	1.5	-1.5	i	2.8	1.1	5.6	-12%	-8	689	0.01	1316	i	-14	4.2	1133	14	30
CCOc1cc(/C=N/N=C2/NC(=O)C(CC(=O)O)S2)ccc1OCc1ccc(Cl)cc1 (stereo not drawn)	-0.55	-0.077	0.066	0.29	i	2.9	2.8	5.5	-14%	-4	667	0.58	1079	i	0	0.4	1036	-11	18

High-throughput results: PubChem, several laboratories
